TRPC6 inh – mouse TRPC6 channel inhibition; Q61143; HEK293-TRPC6, membrane potential dye, ACh-evoked depolarization; active compounds read low; B-score at 10 µM; 1.1% of 310,000 active; AID 2553;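 active = B-score under library mean minus 3 SD, initial fluorescence not abnormally high, positive integrated signal ratio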;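 also: B-score derived from integrated fluorescence ratio over the kinetic read; more negative B-score means stronger inhibition of depolarization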
MrgX1 allo act – human MrgX1 positive allosteric modulation, primary screen | Q96LB2 | 0.63% of 310,000 active | B-score at 10 µM | MrgX1-HEK293, Fluo-4 calcium flux, FDSS; active compounds read high;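 active = plate-corrected calcium response at least 3 library SD above typical, normal starting fluorescence, not activating the receptor alone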;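 also: compound read alongside a low EC10 to EC30 dose of BAM8-22 agonist; peak minus trough fluorescence over baseline measured at the second addition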
TRPC4 potent – TRPC4 (mouse) allosteric potentiation. AID 2227. B-score at 10 µM. HEK293 TRPC4beta/mu-opioid, DAMGO EC20, Fluo-4 Ca2+ flux; active compounds read high. Q9QUQ5. 0.42% of 310,000 active;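 active = B-score of calcium response area above 5 SD of library B-scores, with initial fluorescence ratio within 5 SD of library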;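 also: B-score of integrated fluorescence ratio over time as area under calcium response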
Target sequence (Q9QUQ5 whole entry, looked up): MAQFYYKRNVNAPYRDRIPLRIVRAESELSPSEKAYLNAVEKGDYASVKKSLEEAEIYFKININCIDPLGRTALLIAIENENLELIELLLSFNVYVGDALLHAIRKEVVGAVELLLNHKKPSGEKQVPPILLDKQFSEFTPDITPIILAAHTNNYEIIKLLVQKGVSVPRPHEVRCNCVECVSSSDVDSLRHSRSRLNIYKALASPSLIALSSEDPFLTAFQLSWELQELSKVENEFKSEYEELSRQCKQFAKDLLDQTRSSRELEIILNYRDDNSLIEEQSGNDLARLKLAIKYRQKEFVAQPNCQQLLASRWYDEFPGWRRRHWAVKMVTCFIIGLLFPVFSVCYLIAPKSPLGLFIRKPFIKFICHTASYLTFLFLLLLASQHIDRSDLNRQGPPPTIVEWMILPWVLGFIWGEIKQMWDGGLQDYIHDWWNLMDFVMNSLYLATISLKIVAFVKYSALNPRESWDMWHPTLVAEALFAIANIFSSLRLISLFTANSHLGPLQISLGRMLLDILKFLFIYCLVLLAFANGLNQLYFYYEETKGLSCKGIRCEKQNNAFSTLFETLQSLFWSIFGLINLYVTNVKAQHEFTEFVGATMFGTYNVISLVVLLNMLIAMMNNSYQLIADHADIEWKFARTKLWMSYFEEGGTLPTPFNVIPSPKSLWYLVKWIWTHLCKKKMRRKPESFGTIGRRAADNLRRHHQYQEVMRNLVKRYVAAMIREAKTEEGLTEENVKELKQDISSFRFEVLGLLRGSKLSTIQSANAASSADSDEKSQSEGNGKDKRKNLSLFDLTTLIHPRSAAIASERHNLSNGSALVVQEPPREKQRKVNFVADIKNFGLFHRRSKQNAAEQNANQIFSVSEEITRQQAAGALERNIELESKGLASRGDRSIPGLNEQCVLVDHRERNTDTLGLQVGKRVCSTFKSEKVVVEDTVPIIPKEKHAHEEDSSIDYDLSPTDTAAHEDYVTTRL
TRPC6 activator – activates the mouse TRPC6 cation channel. HEK293-TRPC6 membrane potential dye fluorescence; active compounds read high. B-score at 10 µM. 0.13% of 310,000 active;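 active = B-score of the integrated fluorescence ratio above library mean plus 3 SD, and starting fluorescence ratio within library mean plus 5 SD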;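 also: higher score means more depolarization so channel activation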
SKKanGAS inh – inhibitors of SKKanGAS S. pyogenes growth in kanamycin (SK-promoter or general growth effect); inhibition, % at 7.5 µM; 1.3% of 300,000 active; BacTiter-Glo, 6 h; AID 1662;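 active = mean replicate score, as percent of positive control median, at least 50; inconclusive = mean below 50 but one replicate at or above 50; inactive = mean and every replicate below 50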;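 also: strain carries kanamycin resistance gene driven by streptokinase promoter and grows in 40 µg/ml kanamycin; loss of luminescence reflects streptokinase promoter inhibition or plain growth inhibition; 0% = median of DMSO wells and 100% = positive control at its reference dose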
MrgX1 ag – agonists of human MrgX1 receptor. 0.44% of 310,000 active. Q96LB2. MrgX1-HEK293 cells, Fluo-4 calcium fluorescence, agonist mode; active compounds read high. B-score at 10 µM. AID 588627;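 active = calcium response B-score plate-corrected fluorescence ratio at least 3 library SD, with starting fluorescence B-score inside 5 SD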
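Material: HEK293 cells stably expressing human MrgX1 receptor | Quantity: 15,000 cells per well | Times: Cells plated overnight, dye loaded 0.5 h 37 °C, 0.5 h room temperature | Measured by: Kinetic Fluo-4 NW fluorescence of intracellular calcium | Control set: Positive and negative controls per plate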
TMEM16A act – activators or potentiators of mouse TMEM16A chloride channel; Q8BHY3; HEK293 TMEM16A/YFP-H148Q/I152L, iodide quench fluorescence; active compounds read low; B-score at 10 µM; 0.3% of 340,000 active; AID 623877;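 active = fluorescence-ratio B-score plate-corrected deviation score at least 3 library SD below zero, with starting fluorescence score within 5 deviations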;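 also: channel opened by trigger with iodide after compound preincubation; score built on the fluorescence ratio of max minus min over baseline; more negative score means more quench and so TMEM16A activation or potentiation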
MrgX1 antagonist – antagonists of human MrgX1 receptor; B-score at 10 µM; MRGX1-HEK293 calcium flux, Fluo-4, BAM8-22 antagonism; active compounds read low; 1.3% of 310,000 active;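 active = calcium-response B-score plate-corrected more than 3 library SD below zero, starting fluorescence within 5 deviations, no agonist response on first addition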;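 also: peak minus trough fluorescence over baseline after final BAM8-22 challenge near maximal dose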
TMEM16A inh – blocks the mouse calcium-activated chloride channel TMEM16A; HEK293 TMEM16A/YFP iodide influx fluorescence, ionomycin; normalized B-score (activity score, 25-100; higher = stronger inhibition) at 10 µM; 1.2% of 310,000 active; Q8BHY3;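 active = ratio plate-corrected score three or more library SD toward inhibition, starting fluorescence score within five deviations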;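 also: score derived from kinetic fluorescence span divided by baseline fluorescence per well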
TRPC4 agonist – TRPC4 (mouse) channel activation | HEK293 TRPC4beta/mu-opioid, Fluo4 calcium fluorescence; active compounds read high | B-score at 10 µM | 0.49% of 310,000 active | AID 2237;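 active = B-score above 5 SD of library B-scores, and initial fluorescence ratio not above library mean plus 5 SD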;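 also: positive B-score marks a calcium rise read as TRPC4 activation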
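System: HEK293 cells stably co-expressing mouse TRPC4beta and mu-opioid receptor; Schedule: Fluo4 dye loading 45 min at room temperature, 110 s recording; Detection: Fluo4 fluorescence, kinetic; Evaluation: B-scored integrated calcium fluorescence ratio; Controls: buffer (low) and maximal DAMGO (high).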
TRPC4 inh – inhibitors of mouse TRPC4 channel; HEK293 TRPC4beta/mu-opioid, DAMGO-evoked Fluo4 calcium flux; active compounds read low; B-score at 10 µM; 0.39% of 300,000 active; AID 2247;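 active = B-score over 3 SD under the library average, no early fluorescence shift, positive overall ratio signal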
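Material: HEK293 cells with stable TRPC4beta plus mu-opioid receptor expression; probe or stimulus: DAMGO in two steps, submaximal then maximal; technique: Fluo4 calcium fluorescence by kinetic imaging, 5 s 1 Hz baseline; measure: integrated fluorescence ratio relative to baseline, converted to per-well B score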
Numbers without * were called inactive; i = inactive; ? = inconclusive; . = not tested or not shown.

SMILES | TRPC6 inh | MrgX1 allo act | TRPC4 potent | TRPC6 activator | SKKanGAS inh | MrgX1 ag | TMEM16A act | MrgX1 antagonist | TMEM16A inh | TRPC4 agonist | TRPC4 inh
COCCN=c1scc(-c2ccc3c(c2)NC(=O)CO3)n1/N=C(\C)c1ccc(O)cc1 | i | i | i | i | 22 | i | i | -5.4* | i | i | i
COc1ccc(C2/C=C\CN(C(=O)C3CCCC3)[C@H](Cc3ccccc3)C(=O)N2Cc2ccc(F)cc2)cc1 (stereo partly specified) | i | i | i | i | 23 | i | i | i | i | i | i
O=C(CCN1CCN(Cc2ccccc2)CC1)NNC(=O)Nc1cccc(C(F)(F)F)c1 | i | i | i | i | -4 | i | i | i | i | i | i
O=C(CNCC1CCCO1)Nc1ccccc1N1CCCCCC1 (stereo unspecified) | i | 6.9* | i | i | -5 | i | i | i | i | i | i
CCc1cccc(CC)c1NC(=S)Nc1ccc2cn[nH]c2c1 | i | i | i | i | -7 | i | i | i | i | i | i
O=C(OCc1nnc(-c2ccccc2)o1)c1cn(-c2ccccc2)nc1-c1ccccc1 | i | i | i | i | 11 | i | i | i | i | i | i
NCCCn1c(C(=O)c2cc(Cl)c(N)c(Cl)c2)c2ccccc2[n+]1[O-] | i | i | i | i | 2 | i | i | i | i | 178* | i
COc1cc(OC)c2c(-c3ccccc3)cc(=O)oc2c1C(CCN1CCCC1)c1ccc2c(c1)OCO2 (stereo unspecified) | i | i | i | i | 10 | i | i | i | i | i | i
CNC(=O)c1sc(-c2cccnc2)nc1C | i | i | i | i | 6 | i | i | i | i | i | i
O=C(O)c1ccccc1-c1cc2ccccc2[nH]1 | i | i | i | i | -3 | i | i | i | i | i | i
O=[N+]([O-])c1ccccc1N/N=C/c1ccc2c(c1)OCO2 | i | . | i | i | 5 | . | i | . | . | i | i
N#Cc1c(SCc2ccc(Cl)cc2)sc(C(=O)c2ccccc2)c1N | i | i | i | i | 20 | i | i | i | i | i | i
CC(=O)Nc1ccc(S(=O)(=O)Nc2nc3ccccc3s2)cc1 | i | i | i | i | 12 | i | i | i | i | i | i
Cc1ccc(C(=O)NC2CCN(CC(=O)Nc3cccc([N+](=O)[O-])c3)CC2)cc1 | i | i | i | i | -1 | i | i | i | i | i | i
Cc1occc1C(=O)Nc1ccccc1NC(=O)c1ccoc1C | i | i | i | i | -2 | i | i | i | i | i | i
Cc1nc2ccccc2n1CC(=O)c1ccccc1 | i | i | i | i | 3 | i | i | i | i | i | i
O=C(N/N=C/C=C\c1ccccc1[N+](=O)[O-])c1cc(-c2ccccc2)nc2ccccc12 | i | i | i | i | -1 | i | i | i | i | i | i
N#Cc1c(-c2ccc(Cl)cc2)ccn2nc(C3CCCCC3)nc12 | i | i | i | i | 8 | i | i | i | i | i | i
CC(=O)c1c(C)[nH]c(C(=O)OCc2cccc(C)c2)c1C | i | i | i | i | -8 | i | i | i | i | i | i
O=C(COC(=O)C1CCCC1)Nc1ncc(Cl)cc1Cl | i | i | i | i | -7 | i | i | i | i | i | i
CN1CCN(C(c2ccc(C(F)(F)F)cc2)c2ccc3cccnc3c2O)CC1 (stereo unspecified) | i | i | i | i | 87* | i | . | i | i | i | i
CSc1cccc(NC(=O)CN(C)S(=O)(=O)c2ccc(C)cc2)c1 | i | i | i | i | 6 | i | i | i | i | i | i
Cc1[nH]nc2c1C(c1cn[nH]c1-c1ccc(F)cc1)C(C#N)=C(N)O2 (stereo unspecified) | i | i | i | i | 4 | i | i | i | i | i | i
CCNC(=S)N1CCN(CC(=O)Nc2ccc(Br)cc2)CC1 | i | i | i | i | -1 | i | i | i | i | i | i
CCc1ccc(/C=C2\SC(=S)N(CCCC(=O)Nc3ccccc3C(=O)O)C2=O)cc1 | i | i | i | i | 66* | i | i | i | 100* | i | i
CC(C)CCN1CCN(Cc2cccn2-c2nccs2)CC1CCO (stereo unspecified) | i | i | i | i | -6 | i | i | i | i | i | i
COc1ccc(CN(Cc2cc3cc(OC)c(OC)cc3[nH]c2=O)C(=O)NC2CCCCC2)cc1 | . | i | . | . | . | i | i | i | i | . | .
CC(=O)N1CCN=C1SCc1ccccc1F | i | i | i | i | -3 | i | i | i | i | i | i
CCc1ccc(Cc2cnc(NC(=O)C3=NCCN3)s2)cc1 | i | i | i | i | 18 | i | i | i | i | i | i
Cc1sc(N)nc1-c1ccc(Oc2ccccc2)cc1 | i | i | i | i | 34 | i | i | i | i | i | i
COc1cc(Br)ccc1NC(=O)c1ccccc1-c1ccccc1C(=O)O | i | i | i | i | 13 | i | i | i | i | i | i
CCN1CCN(CCCNC(=O)CNC(=O)c2nn(-c3ccc(OC)cc3)c(=O)c3ccccc23)CC1 | i | i | i | i | 4 | i | i | i | i | i | i
O=C(O)C/C(=C\c1cc(Br)cs1)c1nc2ccccc2o1 | i | i | i | i | -4 | i | i | i | i | i | i
COc1cc(-n2c(=O)c3ccccc3n(Cc3cccnc3)c2=O)cc(OC)c1OC | i | i | i | i | -5 | i | i | i | i | i | i
COC(=O)c1ccc(C(=O)OC)nc1 | i | i | i | i | 2 | i | i | i | i | i | i
CN1C(=O)C(CC(=O)Nc2ccc3c(c2)Cc2ccccc2-3)N(C)C1=O (stereo unspecified) | i | i | i | i | -4 | i | i | i | i | i | i
COc1ccc(CCNC(=O)c2cc(=O)c3ccc(C)cc3o2)cc1OC | i | i | i | i | -4 | i | i | i | i | i | i
CCOCCCNC(=S)N1CCCN(c2nc3cc(C)c(C)cc3cc2C#N)CC1 | i | i | i | i | -3 | i | i | i | i | i | i
Clc1ccccc1C1=Nn2c(nnc2-c2ccncc2)SC1 | i | i | i | i | -7 | i | i | i | i | i | i
COCCCNC(=O)CN1CCN(Cc2ccccc2Cl)C1=O | i | i | i | i | 1 | i | i | i | i | i | i
CCC(C)N(C(=O)COC(=O)CNC(=O)c1ccccc1F)C1CCS(=O)(=O)C1 (stereo unspecified) | i | i | i | i | -20 | i | i | i | i | i | i
O=C(CCc1ccccc1)NCC(=O)N/N=C/c1ccc2c(c1)OCO2 | i | i | i | i | 2 | i | i | i | i | i | i
Cc1nnc(SCc2cccc(CSc3nnc(C)s3)c2)s1 | i | i | i | i | 1 | i | i | i | i | i | i
O=C(CSc1ccc(Cl)cc1)N/N=C/c1ccc([N+](=O)[O-])o1 | i | i | i | i | ? | i | i | i | i | i | i
Cn1c(-c2ccc3ccccc3n2)[n+](C)c2ccccc21 | i | i | i | i | 3 | i | i | i | i | i | i
CCOC(=O)Nc1ccc2c(c1)N(C(=O)CN(C)C)c1ccccc1CC2 | i | i | i | i | 1 | i | i | i | 100* | i | i
CCn1cc(C(=O)Nc2ccc(F)c(F)c2)cn1 | i | i | i | i | 1 | i | i | i | i | i | i
COc1ccc(OC)c(CN2CCN(C(=O)CN3C(=O)NC4(CCCC4)C3=O)CC2)c1 | i | i | i | i | 0 | i | i | i | i | i | i
Cn1cnc(S(=O)(=O)Nc2ccc(OC(F)F)cc2)c1 | i | i | i | i | -13 | i | i | i | i | i | i
O=C(CSc1ncn[nH]1)Nc1ccc2c(c1)CCC2 | i | i | i | i | -3 | i | i | i | i | i | i
COc1ccc(CNC(=O)CN(C)S(=O)(=O)c2ccc3c(c2)n(C)c(=O)c(=O)n3C)cc1 | i | i | i | i | -3 | i | i | i | i | i | i
CCc1ccccc1N1C(=O)C2CC=CCC2C1=O (stereo unspecified) | i | i | i | i | -4 | i | i | i | i | i | i
Cc1nc([N+](=O)[O-])cn1-c1nc2ccccn2c1[N+](=O)[O-] | i | i | i | i | -2 | i | i | i | i | i | i
CC1C(=O)N2CCCc3cc(NC(=O)C(=O)NCc4ccccn4)cc1c32 (stereo unspecified) | i | i | i | i | 0 | i | i | i | i | i | i
Cc1sc2nc(SCc3ccc(C(=O)O)cc3)n(Cc3ccco3)c(=O)c2c1C | i | i | i | i | 37 | i | i | i | 25* | i | i
CC(C)(C)NC(=O)C(c1ccc(F)cc1)N(Cc1cccs1)C(=O)c1ccc(CN2CCOCC2)o1 (stereo unspecified) | i | i | i | i | -11 | i | i | i | i | i | i
Cc1ccc(N(Cc2cc3cc(C)ccc3[nH]c2=O)C(=O)c2cccs2)cc1 | i | i | i | i | 5 | i | i | i | i | i | i
COC(=O)c1nnn(-c2nonc2N)c1-c1cccs1 | i | i | i | i | 0 | i | i | i | i | i | i
COC(=O)/C(=C(O)\C=C\c1ccccc1[N+](=O)[O-])c1nc2ccccc2[nH]1 | i | i | i | i | 28 | i | i | i | i | i | i
CCc1c(C)nc2ncnn2c1N1CCC(C(=O)NCc2cccs2)CC1 | i | i | i | i | 4 | i | i | i | i | i | i

The results go on:
SMILES | TRPC6 inh | MrgX1 allo act | TRPC4 potent | TRPC6 activator | SKKanGAS inh | MrgX1 ag | TMEM16A act | MrgX1 antagonist | TMEM16A inh | TRPC4 agonist | TRPC4 inh
CCOc1cc(NC(=O)c2ccco2)c(OCC)cc1NC(=O)COc1ccccc1 | i | i | i | i | -27 | i | i | i | i | i | i
COc1ccccc1OCCC(=O)OCC(=O)NC(=O)NC(C)(C)C | i | i | i | i | -3 | i | i | i | i | i | i
O=C(O)c1ccc(F)c(S(=O)(=O)Nc2ccccc2)c1 | i | i | i | i | 3 | i | i | i | i | i | i
COc1ccc(CC(=O)NCCN2CCCC2)cc1 | i | i | i | i | -7 | i | i | i | i | i | i
O=C(NC1CCCC1)c1cc2nc(-c3ccco3)cc(C(F)(F)F)n2n1 | i | i | i | i | -4 | i | i | i | i | i | i
Brc1ccc(-c2csc(Nc3nc(-c4ccc(Br)cc4)cs3)n2)cc1 | i | i | i | i | 27 | i | i | -4.5* | i | i | i
Cc1ccc(-c2nc(-c3nccc4ccccc34)oc2-c2ccccc2)cc1 | i | i | i | i | 15 | i | i | i | i | i | i
CCOC(=O)c1ccc(CSc2nncn2N)o1 | i | i | i | i | -2 | i | i | i | i | i | i
Cc1cc(SCC(=O)N/N=C/c2cccnc2)nc2c(C)cccc12 | i | i | i | i | 6 | i | i | i | i | i | i

Assay outcomes from PubChem BioAssay.

Compounds as they come; about 6.7% have a hit in one of these screens.
